Source: PubChem (Icahn School of Medicine at Mount Sinai)
RBX1-CUL1 inh: inhibitors of human ROC1-CUL1 ubiquitin ligase activity; inhibition, % at 10 µM; AID 1347404; 140,000 compounds, 0.6% hits; in vitro K48 di-Ub FRET, acceptor:donor ratio, 45 min; P62877+Q13616; in the data active means inhibition above about 25%
Target sequence (P62877 whole entry, looked up): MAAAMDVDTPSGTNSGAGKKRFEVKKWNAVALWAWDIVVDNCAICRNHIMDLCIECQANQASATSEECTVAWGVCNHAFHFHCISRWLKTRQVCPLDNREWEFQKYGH
Target sequence (Q13616 whole entry, looked up): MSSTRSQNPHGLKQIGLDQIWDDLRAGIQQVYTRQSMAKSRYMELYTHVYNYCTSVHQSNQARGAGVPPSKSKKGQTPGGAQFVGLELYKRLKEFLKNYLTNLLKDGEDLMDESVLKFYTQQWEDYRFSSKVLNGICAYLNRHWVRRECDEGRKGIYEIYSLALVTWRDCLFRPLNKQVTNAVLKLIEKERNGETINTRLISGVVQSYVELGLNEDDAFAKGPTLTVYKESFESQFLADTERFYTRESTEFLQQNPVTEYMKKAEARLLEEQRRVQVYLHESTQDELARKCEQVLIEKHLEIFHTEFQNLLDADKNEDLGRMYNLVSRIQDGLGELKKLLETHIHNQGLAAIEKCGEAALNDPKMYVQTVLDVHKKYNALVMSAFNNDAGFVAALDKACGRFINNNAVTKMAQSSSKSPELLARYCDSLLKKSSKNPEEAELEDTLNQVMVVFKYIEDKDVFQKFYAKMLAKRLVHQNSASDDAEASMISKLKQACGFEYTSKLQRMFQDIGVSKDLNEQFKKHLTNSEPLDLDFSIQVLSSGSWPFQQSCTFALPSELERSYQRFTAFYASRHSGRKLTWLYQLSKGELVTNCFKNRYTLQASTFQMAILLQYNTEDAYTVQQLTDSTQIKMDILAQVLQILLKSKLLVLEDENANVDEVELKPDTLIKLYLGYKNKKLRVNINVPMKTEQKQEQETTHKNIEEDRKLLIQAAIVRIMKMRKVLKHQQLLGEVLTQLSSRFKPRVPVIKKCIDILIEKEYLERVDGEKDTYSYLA
* hit, by the source's call. Some of the compounds tested. The share of hits here may be higher or lower than overall.

Screening CCc1ccc(Oc2c(C(F)(F)F)oc3c(CN4CCCC(C)C4)c(O)ccc3c2=O)cc1 (stereo not given) returned RBX1-CUL1 inh 0.6.
Screening COc1ccc(-c2cccc(NS(=O)(=O)c3cc(C)c(Cl)cc3C)c2)nn1 returned RBX1-CUL1 inh -0.3.
O=C(/C=C/c1ccc(Cl)cc1)N1CCCC1 was read as RBX1-CUL1 inh 9.9.
C1=C(C2=CCCc3ccccc32)c2ccccc2CC1 was read as RBX1-CUL1 inh 2.8.
For Cc1cc(F)ccc1NC(=O)CN1C(=O)CCc2cc(S(=O)(=O)N3CCOCC3)ccc21 the results were RBX1-CUL1 inh -6.3.
Screening CC(C)C(C(=O)N1CCCCCC1)N1C(=O)c2ccccc2C1=O (stereo not given) returned RBX1-CUL1 inh 9.8.
O=C(c1cnc2sc3c(n2c1=O)CCCC3)N1CCCC1 was read as RBX1-CUL1 inh 0.4.
Cc1ccc(NC(=O)c2cc(-c3ccc4c(c3)OCO4)on2)cc1 was read as RBX1-CUL1 inh 12.6.
Nc1c(C(=O)Nc2cnc3ccccc3c2)sc2nc3c(cc12)CCCCCC3 was read as RBX1-CUL1 inh 4.3.
Screening CCCCc1ccc(NC(=O)c2cc3c(=O)n4ccccc4nc3n2C)cc1 returned RBX1-CUL1 inh -1.7.
Cc1oc(-c2ccc(NC(=O)Cc3ccccc3)cc2)nc1CNC(=O)C1CC=CCC1 (stereo not given) was read as RBX1-CUL1 inh 0.0.
For CC(=O)Oc1cccc2cc3ccccc3c(OC(C)=O)c12 the results were RBX1-CUL1 inh -1.7.
For CC1CC(=O)NN=C1c1ccc(N2CCN(C(=O)CCc3ccccc3)CC2)cc1 (stereo not given) the results were RBX1-CUL1 inh 0.1.
O=c1oc2ccccc2n1Cc1c(F)cccc1Cl was read as RBX1-CUL1 inh -4.3.
`Cc1ccc2nc(/C(C#N)=C/c3ccc(N4CCC(C)CC4)c([N+](=O)[O-])c3)[nH]c2c1` gave RBX1-CUL1 inh 5.5.
CSc1nc2c(c(N3CCOCC3)n1)C=Nn1c(nnc1-c1ccccc1)S2 was read as RBX1-CUL1 inh 6.1.
`CCCCC(=O)Nc1cc(C(=O)O)cc(C(=O)O)c1` gave RBX1-CUL1 inh 8.4.
For CCN(CC)CC(O)COc1ccc(CN2CCCCCCC2)cc1OC (stereo not given) the results were RBX1-CUL1 inh 9.1.
NC(=O)c1cc2nc3c(c(C(F)(F)F)n2n1)CCc1ccccc1-3 was read as RBX1-CUL1 inh -3.1.
Screening CCn1ccc2cc(S(=O)(=O)N3CCC(C(=O)NCc4cccc(C)c4)CC3)ccc21 returned RBX1-CUL1 inh -7.1.
For CCC(C)c1nn2c(=O)c(NC(=O)c3ccc(F)cc3)cnc2s1 (stereo not given) the results were RBX1-CUL1 inh -3.6.
Screening CCc1ccccc1NC(=O)Cn1c(C(=O)OC)cc2oc(C)cc21 returned RBX1-CUL1 inh -5.1.
For COC(=O)c1sc(NC(=O)c2ccco2)c(C(=O)OC)c1C the results were RBX1-CUL1 inh 6.1.
`O=[N+]([O-])c1ccccc1N/N=C/c1cc(Cl)cc(Cl)c1O` gave RBX1-CUL1 inh -14.5.
For Cc1nn(-c2ccc(Cl)cc2)c2nc(-c3cccnc3)cc(C(F)(F)F)c12 the results were RBX1-CUL1 inh 3.4.
For CC(=O)C1C(=O)c2cccc3c2N(CC3)C1=O (stereo not given) the results were RBX1-CUL1 inh -4.0.
Screening CC(=O)Nc1cccc(Oc2cc(C#N)c(C#N)cc2N2CCCCCC2)c1 returned RBX1-CUL1 inh -0.2.
For COc1cc(C(=O)Nc2ccc(F)c(F)c2)ccc1OC(F)F the results were RBX1-CUL1 inh 5.8.
`CN1C(=O)Cc2cc(S(=O)(=O)CCC(=O)N3CCN(c4ccc(Cl)cc4)CC3)ccc21` gave RBX1-CUL1 inh 2.7.
CCc1ccc(NC(=O)CSc2nnc(COc3ccc(OC)cc3)n2CC)cc1 was read as RBX1-CUL1 inh 2.2.
`Cc1ccc(OC(C)C(=O)N2CC(C)CC(C)C2)cc1` (stereo not given) gave RBX1-CUL1 inh -9.7.
`CN(C(=O)c1cc2nc(-c3ccc(Cl)c(Cl)c3)cc(C(F)(F)F)n2n1)C1CCCCC1` gave RBX1-CUL1 inh -1.8.
Screening Cc1ccc(-n2nc3c(n2)/C(=N/O)CCC3)cc1 returned RBX1-CUL1 inh 17.1.
`CN(C(=S)NC(=O)c1ccc([N+](=O)[O-])cc1)c1ccccc1` gave RBX1-CUL1 inh 2.2.
`Cc1ccc(OCC(=O)Nc2ccc(N3CCN(Cc4ccccc4)CC3)cc2)cc1` gave RBX1-CUL1 inh 0.4.
Screening CC(=O)c1nn(-c2ccc(Cl)cc2)cc1C(=O)c1ccccc1 returned RBX1-CUL1 inh 1.3.
COc1ccc(NC(=O)NC2CC(C)(C)NC(C)(C)C2)c(OC)c1 was read as RBX1-CUL1 inh 13.1.
Cc1cc(C(=O)Nc2ccc(Oc3ccccc3)cc2)no1 was read as RBX1-CUL1 inh 6.1.
`O=C(Cc1ccccc1)Nc1cccc(S(=O)(=O)c2cccc(NC(=O)Cc3ccccc3)c2)c1` gave RBX1-CUL1 inh -1.6.
Screening CSc1snc(SCC(N)=O)c1C#N returned RBX1-CUL1 inh -7.7.
`COc1ccc(NC(=O)c2cc(C(C)=O)n3ccccc23)cc1Cl` gave RBX1-CUL1 inh -5.1.
For O=C(c1cnn2c1NC(c1ccc(Br)cc1)CC2C(F)(F)F)N1CCCC1 (stereo not given) the results were RBX1-CUL1 inh 5.4.
Screening C/C=C/Cn1c(=O)c2c(nc3n(-c4ccccc4OC)c(C)cn23)n(C)c1=O returned RBX1-CUL1 inh 0.1.
Screening CSc1ccc(C2C3=C(CC(C)(C)CC3=O)N=C(C)C2C(=O)Nc2ccccc2C)cc1 (stereo not given) returned RBX1-CUL1 inh -3.0.
`O=C(C1CCC(Cn2c(=O)c3sccc3n(Cc3ccccc3)c2=O)CC1)N1CCCCC1` (stereo not given) gave RBX1-CUL1 inh 4.9.

The list goes on; the last four above are carried over.
For O=C(c1cnn2c1NC(c1ccc(Br)cc1)CC2C(F)(F)F)N1CCCC1 (stereo not given) the results were RBX1-CUL1 inh 5.4.
Screening C/C=C/Cn1c(=O)c2c(nc3n(-c4ccccc4OC)c(C)cn23)n(C)c1=O returned RBX1-CUL1 inh 0.1.
Screening CSc1ccc(C2C3=C(CC(C)(C)CC3=O)N=C(C)C2C(=O)Nc2ccccc2C)cc1 (stereo not given) returned RBX1-CUL1 inh -3.0.
`O=C(C1CCC(Cn2c(=O)c3sccc3n(Cc3ccccc3)c2=O)CC1)N1CCCCC1` (stereo not given) gave RBX1-CUL1 inh 4.9.
Nc1nc2ncc([N+](=O)[O-])cn2n1 was read as RBX1-CUL1 inh -4.4.
CCS(=O)(=O)N1CCC(C(=O)N(C)Cc2ccccc2)CC1 was read as RBX1-CUL1 inh -8.5.
Screening Cc1cnc(CN(C)C(=O)CC2C(=O)NCCN2C2CCCC2)[nH]1 (stereo not given) returned RBX1-CUL1 inh 3.6.
Cc1ccccc1C(=O)Nc1nnc(S(=O)(=O)N(C)Cc2ccc(Cl)cc2)s1 was read as RBX1-CUL1 inh 2.6.
Screening Cc1onc(-c2ccccc2Cl)c1C(=O)NC1CCCCC1C (stereo not given) returned RBX1-CUL1 inh -4.9.
For Cc1cc(C)c2c(c1)c(C)cc1nnc(SCC(=O)c3ccccc3)n12 the results were RBX1-CUL1 inh 12.3.
For CS(=O)(=O)N(CC(=O)N1CCN(c2cccc(Cl)c2)CC1)c1cccc(Cl)c1Cl the results were RBX1-CUL1 inh -8.9.
`COc1ccccc1C1CC(=O)C2=C(C1)Nc1ccccc1NC2c1cccnc1` (stereo not given) gave RBX1-CUL1 inh -5.7.
`CCCCCCCOc1ccc(OC(=O)c2ccc(OCCCC)cc2F)cc1` gave RBX1-CUL1 inh -7.7.
O=C(CN1CCN(c2ccccc2)CC1)Nc1cccc(Br)c1 was read as RBX1-CUL1 inh 14.3.
O=C(O)CCCC(=O)Nc1cccc(C(=O)O)c1 was read as RBX1-CUL1 inh -4.1.
Cc1cc(C)cc(C(=O)N2CCN(c3ncccn3)CC2)c1 was read as RBX1-CUL1 inh -0.1.
CC(=O)CCC(=O)N(C)CC1CCCN(CCc2ccccc2C)C1 (stereo not given) was read as RBX1-CUL1 inh 2.9.
Screening Cc1cc(C)c(S(=O)(=O)N2CCNC(=O)CC2)c(C)c1 returned RBX1-CUL1 inh 15.7.
For O=C(Cn1cnnn1)N1CCN(c2ccccc2)CC1 the results were RBX1-CUL1 inh 7.9.
Screening O=C1Nc2ccccc2/C1=C/c1ccccc1 returned RBX1-CUL1 inh -2.4.
`CCCc1nc2ccccc2n1CC(=O)Nn1c(-c2ccccc2)cc(C(=O)OCC)c1C` gave RBX1-CUL1 inh 0.0.
For CCC(=O)NC(NCCc1ccccc1)C(Cl)(Cl)Cl (stereo not given) the results were RBX1-CUL1 inh 2.0.
CCOc1cccc(CNCCO)c1OCc1ccccc1 was read as RBX1-CUL1 inh -11.5.
COc1ccc(CN2C(=O)c3oc4ccccc4c(=O)c3C2c2ccc(O)cc2)cc1 (stereo not given) was read as RBX1-CUL1 inh -15.5.
Screening CN(C(=O)c1nn(C)c2c1COc1ccccc1-2)c1cccc(C(F)(F)F)c1 returned RBX1-CUL1 inh 7.5.
`C=CCc1cc(CC2=NC(=O)N(CC(=O)Nc3ccc(C)cc3)C2=O)cc(OCC)c1OCc1ccc(Br)cc1` gave RBX1-CUL1 inh 5.7.
`O=C(NCCc1cc(=O)[nH]cn1)c1cnc(-c2ccccc2)[nH]1` gave RBX1-CUL1 inh 11.9.
`COc1cc(OC)c2c(=O)n(C)c(=O)n(C)c2n1` gave RBX1-CUL1 inh -12.7.
Cc1ccccc1CS(=O)(=O)NCc1ccc(Cl)cc1 was read as RBX1-CUL1 inh 11.3.
`O=C(O)c1ccccc1C(=O)NC1CCC(C(=O)O)CC1` (stereo not given) gave RBX1-CUL1 inh 4.5.
`Cc1ccc(C)c(OS(C)(=O)=O)c1` gave RBX1-CUL1 inh 4.6.
For CCSCCOC(=O)C1C(C)=NC2=C(C(=O)CC(c3ccc(OC)c(OC)c3)C2)C1c1cccc(OCc2ccccc2)c1 (stereo not given) the results were RBX1-CUL1 inh -3.5.
Screening COCCCn1c(=N)c(C(=O)NC2CCCCC2)cc2c(=O)n3cc(C)ccc3nc21 returned RBX1-CUL1 inh 2.9.
`Cn1nc(C(=O)NCCc2ccc(Cl)cc2)c2c1-c1ccccc1SC2` gave RBX1-CUL1 inh -8.5.

Structures from the list above with a furan ring, fused or not:
Screening CCc1ccccc1NC(=O)Cn1c(C(=O)OC)cc2oc(C)cc21 returned RBX1-CUL1 inh -5.1.
For COC(=O)c1sc(NC(=O)c2ccco2)c(C(=O)OC)c1C the results were RBX1-CUL1 inh 6.1.

Following part.
`CCOC(=O)c1sc(N2N=C(C)/C(=C\c3cc(C)n(-c4cccc(C)c4C)c3C)C2=O)nc1C` gave RBX1-CUL1 inh -7.1.
For CC(C)C(=O)Nc1ccccc1C(=O)Nc1ccc(C(=O)O)cc1 the results were RBX1-CUL1 inh -5.8.
`O=C(O)C1CCCCC1C(=O)NCCCn1ccnc1` (stereo not given) gave RBX1-CUL1 inh 2.2.
Cc1cccc(-c2nnc(SCCC(=O)O)o2)c1 was read as RBX1-CUL1 inh -6.2.
Screening O=C(Nc1cccc(Cl)c1)c1cc2c(=O)[nH]c3ccccc3c2s1 returned RBX1-CUL1 inh -0.3.
For O=C(CSCc1ccc(Cl)cc1)Nc1cccc(C(=O)NN2C(=O)c3ccccc3C2=O)c1 the results were RBX1-CUL1 inh 4.8.
Screening CCOc1ccc(Br)cc1C(=O)NC returned RBX1-CUL1 inh 2.8.
NCCOc1ccc(C(F)(F)F)cc1 was read as RBX1-CUL1 inh 1.4.
`Cc1ccc2c(c1)C(=O)C(C(c1ccc(N(C)C)cc1)C1C(=O)Oc3ccc(C)cc3C1=O)C(=O)O2` (stereo not given) gave RBX1-CUL1 inh -6.5.
`c1ccc2c(c1)nnn2Cn1c2ccccc2c2ccccc21` gave RBX1-CUL1 inh -3.1.
For COc1ccccc1CCNC(=O)c1ccc(NC(=O)N2CC(C)Sc3ccccc32)cc1 (stereo not given) the results were RBX1-CUL1 inh 0.5.
CCN(C(=O)c1nn(C)c2c1CSc1ccccc1-2)c1cccc(C)c1 was read as RBX1-CUL1 inh -9.2.
Cc1cc(C(F)(F)F)n2nc(N)c(N=Nc3cccc(C(F)(F)F)c3)c2n1 was read as RBX1-CUL1 inh 11.0.
`O=C(c1ccccc1Br)N1CCN(Cc2cccc(F)c2)CC1` gave RBX1-CUL1 inh 9.1.
Screening COC(=O)C(Cc1ccc(O)cc1)N1C(=O)c2ccccc2C1=O (stereo not given) returned RBX1-CUL1 inh 6.1.

At a glance, some entries already given.
Cc1cc(C(F)(F)F)n2nc(N)c(N=Nc3cccc(C(F)(F)F)c3)c2n1 was read as RBX1-CUL1 inh 11.0.
`O=C(c1ccccc1Br)N1CCN(Cc2cccc(F)c2)CC1` gave RBX1-CUL1 inh 9.1.
Screening COC(=O)C(Cc1ccc(O)cc1)N1C(=O)c2ccccc2C1=O (stereo not given) returned RBX1-CUL1 inh 6.1.

(more compounds)
CCc1nnc(NC(=O)c2cc(=O)c3cc(C)ccc3o2)s1 was read as RBX1-CUL1 inh -3.5.
`O=C(c1cc(F)c(F)cc1Cl)N1CCN(c2ccc([N+](=O)[O-])cc2Cl)CC1` gave RBX1-CUL1 inh -2.8.
For CCc1ccc(NC(=O)CCc2nnc3n(C)c(=O)c4sccc4n23)cc1 the results were RBX1-CUL1 inh 0.8.
For COC(=O)c1c(C)nc(C)c(C(=O)OC)c1-c1ccco1 the results were RBX1-CUL1 inh 3.3.
NCCOc1cccc(C(=O)O)c1 was read as RBX1-CUL1 inh 2.9.
O=C(Nc1c(Cl)cc(Cl)cc1C(=O)Nc1ccc(Br)cc1)c1ccco1 was read as RBX1-CUL1 inh 3.6.
For O=C(Nc1ccc(S(=O)(=O)N2CCCC2)cc1)c1ccccc1I the results were RBX1-CUL1 inh 3.3.
Screening O=C(Cn1cc(S(=O)(=O)Cc2ccccc2Cl)c2ccccc21)NCc1ccccc1Cl returned RBX1-CUL1 inh -4.4.
CCN1CC23C=CC(CC2c2ccccc21)O3 (stereo not given) was read as RBX1-CUL1 inh 4.0.
For COc1ccc(CCN2C(=O)N(c3ccc(F)cc3)C(=O)C2CC(=O)Nc2ccc(F)c(F)c2)cc1 (stereo not given) the results were RBX1-CUL1 inh -11.0.
